# From PubChem
# M. tuberculosis HTS – M. tuberculosis growth inhibition, HTS (AID 449762) | M. tuberculosis H37Rv growth inhibition, 7H9 media; higher % means a stronger effect | one-dose inhibition, % at 25 µM; IC50 in µM for titrated hits | 330,000 compounds, 0.59% hits; in the data active = a potency from the dose series; inconclusive = inhibition above about 70% without an active follow-up result;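 also: bacterial growth assessed after seven days of incubation; strong numbers were not always called active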
# PhoP GFP inhibition – PhoP regulon inhibitors, Salmonella typhi PhoP promoter GFP reporter, confirmatory (AID 1850) | Salmonella Typhi PhoP-promoter GFP reporter, fluorescence, 4 h; higher % means a stronger effect | inhibition, % at 50 µM, or IC50 in µM where a hit was titrated | 310,000 compounds, 0.33% hits; in the data active = a potency from the dose series; inconclusive = inhibition mostly from about 25% at the one dose, without a potency; inactive = the rest, 99 in 100 with inhibition below about 19%;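 also: 0% = induced wells with vehicle and 100% = uninduced wells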
# M. tuberculosis – growth inhibition of non-replicating M. tuberculosis (AID 488890). 320,000 compounds, 0.39% hits. Mycobacterium tuberculosis non-replicating, growth inhibition; higher % means a stronger effect. one-dose inhibition, % at 25 µM; IC50 in µM for titrated hits; in the data active = a potency from the dose series; inconclusive = inhibition mostly from about 82% at the one dose, without a potency; inactive = the rest, 99 in 100 with inhibition below about 76%;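 also: plate controls were DMSO cells for no effect and high antibiotic wells for full effect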
# VEEV TC-83 Vero – inhibitors of VEEV TC-83 cytopathic effect, confirmation, Vero cells (AID 588727). Vero cells, VEEV TC-83 cytopathic effect inhibition; higher % means a stronger effect. one-dose inhibition, % at 20 µM; IC50 in µM for titrated hits. 350,000 compounds, 0.13% hits; in the data active = a potency from the dose series; inconclusive = inhibition mostly from about 14% at the one dose, without a potency; inactive = the rest, 99 in 100 with inhibition below about 12%; also: strong numbers were not always called active
# H1N1 NS1A inhibition – H1N1 influenza NS1A inhibitors, functional cell based assay (AID 504329); 340,000 compounds, 0.3% hits; NS1A functional cell-based assay, percent inhibition; higher % means a stronger effect; inhibition, % at 12.5 µM, or IC50 in µM where a hit was titrated; in the data active = a potency from the dose series; inconclusive = inhibition above about 27% without an active follow-up result; also: strong numbers were not always called active
# VEEV TC-83 Vero 10K pilot screen – further read-out of VEEV TC-83 Vero, marked with its call; inhibition, %; measured here: 10K pilot screen inhibition
# An asterisk follows results filed as active; i = inactive; ? = inconclusive; · = not tested or not shown. An unsorted share of the library, and some 1.4% of all compounds hit somewhere here.
SMILES,M. tuberculosis HTS,PhoP GFP inhibition,M. tuberculosis,VEEV TC-83 Vero,H1N1 NS1A inhibition,others
CN(C)C(CNC(=O)/C=C/c1cccc(Cl)c1)c1ccccc1 (stereo not given),1%,6%,27%,i,11%,
CC(C)c1nnc(NC(=O)CN(C)S(=O)(=O)c2ccc3c(c2)OCCO3)s1,-5%,-1%,35%,i,7%,
C=CC(=O)OCCOCCOCCOCCOC(=O)C=C,-11%,·,64%,i,-13%,
COc1cccc(C(=O)Nc2ccccc2OC(F)(F)F)c1,-8%,19%,-10%,1.6%,-10%,
CC1(C(=O)NC2CCCCCCC2)CCC(=O)N1Cc1cccs1 (stereo not given),-8%,1%,-5%,i,19%,
Cc1ccc(OCC(=O)Nc2ccc3c(c2)nc(CCN2CCC(C)CC2)n3C)cc1,-2%,9%,?,1.3%,-5%,
CC(=O)O[C@H]1CSC[C@H]1NC(=O)c1ccccc1,1%,-1%,-1%,i,5%,
O=c1c2cc(N3CCOCC3)ccc2[nH]c(=S)n1CC1CCCO1 (stereo not given),6%,-1%,7%,2.0%,0%,
S=C(Nc1ccc(Cl)cc1Cl)Nc1ccccc1Oc1ccccc1,-1%,-6%,?,2.9%,-17%,
COc1cc2c(ccc3cc(OC)c(OC)c(O)c32)cc1O,-7%,-4%,25%,4.1%,2%,
S=C(NCc1ccco1)N1CCN(c2ccc(Cl)cc2)CC1,-6%,0%,68%,0.6%,4%,
CC(Sc1ncccn1)C(=O)NC1CCCC1 (stereo not given),-7%,·,1%,1.3%,-5%,
Cc1ccccc1NC(=O)Cc1nc(COC(=O)c2cc(Cl)ccc2O)cs1,-15%,3%,4%,4.2%,-5%,
Cc1nc2ccc(S(=O)(=O)NCC(=O)NC(C)c3ccccc3)cc2s1 (stereo not given),1%,6%,3%,0.5%,-10%,
O=C(OCc1cc2ccccc2[nH]c1=O)c1cccs1,-9%,-5%,0%,0.3%,0%,
CC(=O)c1cccc(NC(=O)N2CCCC2C(=O)Nc2cccc(C)c2)c1 (stereo not given),-6%,2%,5%,0.1%,1%,
CC1CCCC(C)N1C(=O)COC(=O)c1ccc(O)cc1 (stereo not given),-3%,-9%,·,2.0%,2%,VEEV TC-83 Vero 10K pilot screen=3.2
COc1ccc(NC(=O)c2nc3ccccc3s2)cc1,10%,-5%,9.4µM*,1.0%,2%,
COc1ccc(C(=O)NN2C(=O)C3C(c4ccccc4)C=CC(c4ccccc4)C3C2=O)cc1 (stereo not given),-6%,-4%,8%,1.6%,-4%,
Cc1ccc2nc(NC(=O)c3cccs3)sc2c1,-9%,1%,25%,0.6%,8%,
O=C(Nc1ccc(OCC(=O)N2CCOCC2)cc1)Nc1cccc(Cl)c1,-5%,3%,16%,1.0%,-4%,
N#C/C(=C/c1ccc(N2CCOCC2)o1)c1nc2ccccc2[nH]1,0%,-38%,27%,8.7%,18%,
O=C(/C=C/c1ccccc1)NCc1cccnc1,7%,1%,7%,1.4%,7%,
CCCCNC(=O)c1onc(CSc2ccc(F)c(F)c2)c1C(=O)O,-2%,3%,46%,0.4%,-10%,
CC1CN(C(=S)NC(=O)c2cccc([N+](=O)[O-])c2)CC(C)O1 (stereo not given),50%,-5%,-5%,0.1%,-1%,
COCCCNC(=S)N1CCC(NC(=O)c2ccco2)CC1,-4%,2%,37%,0.6%,-6%,
CNC(=O)c1c(NC(=O)c2ccco2)sc2c1CCCC2,-3%,-3%,-7%,7.7%,-7%,
CC(C)(C)NC(=O)c1ccc2c(c1)N(CC(=O)N1CCN(c3ccc(F)cc3)CC1)C(=O)C(C)(C)O2,9%,-5%,21%,0.7%,-3%,
Cn1cc(CN2CCC(n3nccc3NC(=O)CCOc3ccccc3)CC2)cn1,0%,-22%,-2%,1.0%,3%,
Cc1cccc(N2CCN(C(=O)NCc3ccc(Cl)cc3)CC2)c1,-9%,7%,-4%,i,-5%,
COc1ccc(C(O)c2nccn2C)cc1 (stereo not given),1%,1%,6%,i,2%,
O=C(NC(=S)N1CCN(c2c(Cl)cccc2[N+](=O)[O-])CC1)c1cccs1,1%,-19%,5%,0.8%,-9%,VEEV TC-83 Vero 10K pilot screen=5.1
CCOC(=O)c1cc2cc(-c3c(C(=O)OCC)oc4cc(O)cc(O)c4c3=O)ccc2o1,49%,-11%,76%,7.4%,2%,
O=C(CNC(=O)c1ccco1)OCc1c(F)cccc1Cl,-10%,-5%,17%,0.1%,-1%,
Cc1ccc(NC(=O)CCNS(=O)(=O)c2ccc3[nH]c(=O)oc3c2)cc1,2%,5%,5%,0.4%,10%,
Nc1nc(SCC(=O)Nc2ccccc2C(F)(F)F)[nH]c(=O)c1-c1ccccc1,9%,2%,9%,1.1%,11%,
Cc1cnc(N=Nc2ccccc2)[nH]1,·,·,·,1.5%,-20%,
COc1cccc(-n2c(-c3cccc(S(=O)(=O)N(C)C)c3)n[nH]c2=S)c1,-1%,-5%,-6%,0.1%,9%,
CC1(C)CCCC2=C1CC1C(=O)N(c3ccccc3)C(=O)C1C2 (stereo not given),-11%,-8%,7%,0.6%,-1%,
Cc1ccccc1COC[C@H](CC(C)C)N1CCN(C(=O)c2cccc(C(F)(F)F)c2)CCC1=O,-4%,8%,8%,0.0%,-4%,VEEV TC-83 Vero 10K pilot screen=3.6

# Random excerpt: 5 records from the list.
SMILES,M. tuberculosis HTS,PhoP GFP inhibition,M. tuberculosis,VEEV TC-83 Vero,H1N1 NS1A inhibition,others
Cc1ccc(NC(=O)CCNS(=O)(=O)c2ccc3[nH]c(=O)oc3c2)cc1,2%,5%,5%,0.4%,10%,
Cc1ccccc1COC[C@H](CC(C)C)N1CCN(C(=O)c2cccc(C(F)(F)F)c2)CCC1=O,-4%,8%,8%,0.0%,-4%,VEEV TC-83 Vero 10K pilot screen=3.6
Nc1nc(SCC(=O)Nc2ccccc2C(F)(F)F)[nH]c(=O)c1-c1ccccc1,9%,2%,9%,1.1%,11%,
COc1ccc(C(O)c2nccn2C)cc1 (stereo not given),1%,1%,6%,i,2%,
O=C(CNC(=O)c1ccco1)OCc1c(F)cccc1Cl,-10%,-5%,17%,0.1%,-1%,

# Other results:
SMILES,M. tuberculosis HTS,PhoP GFP inhibition,M. tuberculosis,VEEV TC-83 Vero,H1N1 NS1A inhibition,others
Cc1nc(N/N=C/c2ccc(O)cc2O)cc(N2CCOCC2)n1,13%,1%,30%,5.0%,26%,
COC(=O)[C@@]1(C)[C@H]2C(=O)N(C)C(=O)[C@H]2[C@H]2CN=C(SCc3ccc(Cl)cc3)N21,·,·,·,0.1%,3%,
CCCCN1C(=O)c2ccc(C(=O)Nc3cccc(C)c3C)cc2C1=O,39%,2%,27%,0.0%,-3%,
CCc1c(C)nc2[nH]ncn2c1=O,·,·,·,i,-2%,
CC(Sc1nc2ccccc2c(=O)n1C)C(=O)N(C)C1CCCCC1 (stereo not given),-2%,-4%,-2%,7.3%,-4%,
NC(=S)NN=C1c2cc(OCCN3CCOCC3)ccc2-c2ccc(OCCN3CCOCC3)cc21,1%,-15%,?,4.5%,-4%,
O=C(CNC(=O)c1cccc(F)c1)OCc1cc(=O)n2cc(Br)ccc2n1,2%,-10%,-2%,0.7%,-9%,
CCn1c(=O)c(C(=O)Nc2ccccn2)c(O)c2ccccc21,-2%,5%,28%,9.5%,-1%,
Clc1ccc(-n2nnnc2CN2CCOCC2)cc1Cl,-6%,14%,-14%,i,-12%,
CCCCCOc1ccc(C(O)C(CN2CCOCC2)c2ccccc2)cc1 (stereo not given),1%,2%,16%,0.8%,-5%,
Nc1nc(N)c2[nH]c(-c3ccccc3)nc2n1,-2%,-12%,13%,1.0%,2%,
CCC(C)C(NC(C)=O)C(=O)NC(=O)NC(c1ccccc1)c1ccccc1 (stereo not given),-3%,-18%,12%,i,-4%,
COc1ccc(NC(=O)Nc2c(C)n(-c3ccccc3)c(=O)n2C)cc1OC,6%,2%,63%,1.8%,-22%,
CN(Cc1ccccc1)C(=O)CCc1ccccc1,4%,13%,?,2.1%,1%,
CC(C)(C)OC(=O)NN1CC(=O)N2Cc3ccccc3C[C@@H]2C1=O,-7%,1%,-4%,0.6%,19%,
O=C(O)c1ccc(S(=O)(=O)NCC2CCCO2)cc1 (stereo not given),4%,0%,-12%,i,-23%,
CCCCN(C(=O)c1c(CC)noc1C)c1c(N)n(CC(C)C)c(=O)[nH]c1=O,-4%,·,6%,1.7%,-12%,
O=C(O)C1=CCCc2ccc(F)cc21,·,·,·,1.9%,-1%,
Cc1ccc(S(=O)(=O)NC2CC2)cc1,6%,-1%,-3%,1.1%,-33%,
O=C(Nc1ccc2c(c1)CN(Cc1ccccc1O)CC2)C1CCCO1 (stereo not given),-1%,19%,-5%,0.8%,1%,
Cc1c(C(=O)Nc2ccccc2)cc(-c2ccccc2)n1CCCN1CCOCC1,3%,10%,15%,0.2%,·,
CCCc1nnc(NC(=O)CN2C(=O)c3ccccc3C2=O)s1,-8%,2%,-18%,0.3%,7%,
CN(C1CCCCC1)S(=O)(=O)c1ccc(NC(=O)c2ccco2)cc1,6%,-1%,25%,2.8%,-8%,
COc1ccc2[nH]c(O)c(N=NC(=O)Cc3cccs3)c2c1,4%,-8%,17%,4.5%,20%,
Cc1ccc2nc(NC(=O)C3CCCN(S(=O)(=O)c4cccc5nsnc45)C3)sc2c1 (stereo not given),69%,3%,51%,0.8%,3%,VEEV TC-83 Vero 10K pilot screen=4.6
O=C(COC(=O)Cc1c[nH]c2ccccc12)NCCc1ccccc1,-3%,6%,7%,i,-9%,
COc1cc2c(C(=O)O)c(C)n(C)c2cc1Br,-10%,8%,-17%,1.8%,4%,
CCN(Cc1ccccc1)C(=O)CCS(=O)(=O)c1ccc2c(c1)NC(=O)CO2,0%,4%,11%,i,-3%,
CC1(c2nnc(-c3ccccc3)o2)CC(c2cccc(Cl)c2)=NO1 (stereo not given),3%,1%,73%,i,1%,
COc1ccc(OC)c(Cc2nnc(CCC(=O)N3CCCCC3)o2)c1,22%,10%,-2%,i,-5%,
O=C1NC(=Nc2ccc(F)cc2)SC1Cc1ccc(F)cc1 (stereo not given),0%,-3%,46%,5.9%,·,
CCCCS(=O)(=O)c1sc2nc(C)cc(C)c2c1N,-6%,-9%,-9%,i,-12%,
Cc1nc(-c2ccccn2)sc1C(=O)Nc1ccc(Cl)c(Cl)c1,-2%,6%,17%,38%,-8%,
O=c1[nH]c(/C=C/c2ccccc2[N+](=O)[O-])nc2ccccc12,15%,-13%,-22%,0.6%,-5%,
CCC(C)N(C(=O)CSc1nnc(-c2cccs2)n1C1CC1)C1CCS(=O)(=O)C1 (stereo not given),·,·,·,3.0%,-10%,
O=C(NCC(c1ccco1)N1CCN(c2ccccc2F)CC1)C1CCCCC1 (stereo not given),2%,-5%,2%,1.5%,-6%,
CCOc1ccc(N2C(=O)CS/C2=N/NC(=O)COc2ccc3ccccc3c2)cc1,4%,4%,21%,0.1%,-9%,
[O-]/C(=C(\C(=S)NCc1ccccc1)[n+]1ccccc1)c1ccc(Cl)s1,6%,-18%,17%,2.0%,0%,
Cc1cc2nc(C)c(Cl)c(=O)n2[nH]1,-3%,15%,5%,0.5%,7%,
O=C(CCN=C1NS(=O)(=O)c2ccccc21)OCC(=O)c1ccccc1,-3%,-2%,-15%,2.9%,2%,
CN(Cc1ccccc1)Cc1nc2c(c(=O)n(C)c(=O)n2C)n1Cc1ccccc1Cl,-4%,5%,6%,1.8%,21%,
O=C(COC(=O)c1ccc2c(c1)S(=O)(=O)N=C1CCCCCN12)NCCc1ccc(F)cc1,-6%,0%,-4%,1.1%,-3%,
CC1CCCCN1Cc1cnc(Cl)s1 (stereo not given),8%,-9%,4%,0.7%,-12%,
CCN1C(=O)N(c2ccc(Cl)cc2)C(C)=CC1(C)C,7%,-7%,-6%,0.7%,-7%,
Cn1nnnc1Sc1ncnc2scc(-c3ccc4c(c3)OCO4)c12,68%,·,78%,25%,1%,
CCCn1c2c(c(O)c(C(=O)Nc3ncccc3O)c1=O)CCCC2,12%,4%,54%,2.0%,-2%,
Cc1cccc(C)c1NC(=O)CN1CCN(CCCC(c2ccc(F)cc2)c2ccc(F)cc2)CC1,?,-18%,46%,i,4%,
O=C(Cc1n[nH]c(=O)[nH]c1=O)N/N=C/CCc1ccccc1,7%,2%,-10%,1.4%,-3%,
Cc1ccc2cc(CN(Cc3nnnn3C3CCCCC3)CC3CCCO3)c(=O)[nH]c2c1 (stereo not given),-4%,6%,44%,1.1%,-1%,
COC(=O)c1ccc(Oc2coc3cc(OCc4cnn(-c5ccccc5)c4)ccc3c2=O)cc1,8%,-2%,2%,0.7%,7%,
